Assay outcomes from PubChem.
ABCB1 block = human ABCB1 inhibition, ABCG2 as counter-screen; P08183; CCRF-Adr cells, JC-1 efflux, flow cytometry; inhibition, % at 6.6 µM; 190,000 tested, 0.067% active; in the data active = inhibition above about 40%;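 note: 0% = vehicle and 100% = reference inhibitor; higher value means more JC-1 retained so stronger ABCB1 efflux block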
Target sequence (P08183 whole entry, looked up): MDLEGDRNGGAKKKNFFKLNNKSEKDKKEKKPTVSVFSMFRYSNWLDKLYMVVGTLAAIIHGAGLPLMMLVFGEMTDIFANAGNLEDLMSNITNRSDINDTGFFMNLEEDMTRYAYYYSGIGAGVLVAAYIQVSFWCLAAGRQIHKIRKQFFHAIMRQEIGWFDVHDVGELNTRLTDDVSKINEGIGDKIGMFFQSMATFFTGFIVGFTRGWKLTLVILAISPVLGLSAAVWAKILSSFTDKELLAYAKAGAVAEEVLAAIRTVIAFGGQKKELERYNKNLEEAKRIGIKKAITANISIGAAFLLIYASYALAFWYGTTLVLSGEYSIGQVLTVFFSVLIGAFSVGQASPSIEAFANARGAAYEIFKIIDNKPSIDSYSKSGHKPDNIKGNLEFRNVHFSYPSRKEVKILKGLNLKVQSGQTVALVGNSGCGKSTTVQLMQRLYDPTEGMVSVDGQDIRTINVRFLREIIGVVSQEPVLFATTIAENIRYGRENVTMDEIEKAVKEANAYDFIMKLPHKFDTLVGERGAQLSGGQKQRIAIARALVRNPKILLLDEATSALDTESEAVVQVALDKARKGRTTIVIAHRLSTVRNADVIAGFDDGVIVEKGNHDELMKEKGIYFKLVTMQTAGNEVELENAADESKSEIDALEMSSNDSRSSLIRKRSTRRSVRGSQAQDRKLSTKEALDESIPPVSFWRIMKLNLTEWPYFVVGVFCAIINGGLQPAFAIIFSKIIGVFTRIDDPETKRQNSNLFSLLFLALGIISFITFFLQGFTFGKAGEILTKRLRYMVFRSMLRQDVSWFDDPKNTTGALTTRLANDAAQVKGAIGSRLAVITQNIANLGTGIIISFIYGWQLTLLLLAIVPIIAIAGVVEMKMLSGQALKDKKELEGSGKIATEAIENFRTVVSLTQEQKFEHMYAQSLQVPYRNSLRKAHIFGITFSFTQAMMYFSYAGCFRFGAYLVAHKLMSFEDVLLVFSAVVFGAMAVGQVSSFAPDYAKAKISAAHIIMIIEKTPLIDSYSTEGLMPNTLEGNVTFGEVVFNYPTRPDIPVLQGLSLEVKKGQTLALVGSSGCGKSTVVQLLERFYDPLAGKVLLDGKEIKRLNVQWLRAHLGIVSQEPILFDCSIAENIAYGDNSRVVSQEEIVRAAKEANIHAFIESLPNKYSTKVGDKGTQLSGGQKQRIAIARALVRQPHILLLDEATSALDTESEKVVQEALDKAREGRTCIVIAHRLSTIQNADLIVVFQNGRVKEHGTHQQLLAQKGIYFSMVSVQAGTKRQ
Avidin fluor = avidin bead compound fluorescence profile | 220,000 tested, 0.38% active | Avidin beads, compound fluorescence 488/530 nm, flow cytometry; hits give high values | fluorescence (KMESF) at 10 µM; in the data active = fluorescence above about 47; note: inactives centre near 10
Rac1 wt modul = human Rac1 wildtype GTP binding, inhibitors and activators; P63000; GST-Rac1 beads, fluorescent GTP binding, flow cytometry; actives lie on both sides; 0 = cold GTP competed, 100 = untreated; GTP binding activity (% of control), % at 10 µM; 190,000 tested, 0.27% active; AID 757;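 active = GTP binding activity at least 20 points away from the 100% control level, either lower or higher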
Pf gametocyte = P. falciparum stage V gametocyte viability inhibition; inhibition, % at 10.9 µM; AID 743093; 150,000 tested, 0.065% active; P. falciparum stage V gametocytes, ATP luminescence, 24 h;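 active = inhibition above the mean plus 3 SD of compounds within the control limits, set per campaign, cut at about 38% in these data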;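 note: 0% = DMSO wells and 100% = medium only without gametocytes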
Rac1 mut GTP = modulators of GTP binding to human Rac1 activated mutant; percent activity (GTP binding), % at 10 µM; 190,000 tested, 0.11% active; GST-Rac1 activated beads, fluorescent GTP binding, flow cytometry; actives lie on both sides; 100% means binding = to untreated wells; AID 764;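 active = GTP binding at least 20 percentage points away from the 100% baseline, in either direction, so actives lie on both sides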
Cdc42 wt GTP = changes GTP binding to wildtype human Cdc42; GST-Cdc42 beads, Bodipy-GTP binding, flow cytometry; actives lie on both sides; percent activity (GTP binding), % at 10 µM; 190,000 tested, 0.2% active;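 active = percent activity GTP binding at least 20 points away from the 100% baseline, either down as inhibitor or up as activator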;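 note: median bead fluorescence of bound Bodipy-FL-GTP at 100 nM; 0% = excess unlabeled GTP control and 100% = no compound control; below 100% means less GTP binding so inhibitor and above means activator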
Rab2 wt GTP = changes GTP binding to wildtype dog Rab2A, up or down. GST-Rab2 wt beads, Bodipy-GTP binding, flow cytometry. GTP binding activity, % at 10 µM. 190,000 tested, 0.19% active. AID 760;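 active = GTP binding activity at least 20 points away from 100%, either lowered or raised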;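 note: 0% = beads with excess unlabeled GTP and 100% = no-compound control corrected for plate trend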
HRas wt GTP = human HRas wildtype GTP binding, change in either direction. P01112. AID 759. 190,000 tested, 0.14% active. GST-Ras wt beads, Bodipy-FL-GTP binding, flow cytometry; actives lie on both sides. GTP binding activity, % at 10 µM;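 active = GTP binding activity at least 20% away from the 100% baseline, either lowered as inhibitor or raised as activator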;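 note: 0% = unlabeled GTP competition control and 100% = no-compound control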
ABCG2 inh = blocks JC-1 efflux by human ABCG2 transporter; IgMXP3 cells, flow cytometry; inhibition, % at 6.6 µM; 190,000 tested, 0.1% active; AID 1325;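 active = inhibition above 80%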;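 note: 0% = DMSO and 100% = nicardipine control wells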
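System: two drug-resistant human cell lines, ABCG2 and ABCB1; controls: nicardipine high and DMSO low controls; times: 10 min exposure at 25 °C with rotation, no wash; detection: flow cytometry of retained JC-1 fluorescence; read-out basis: percent efflux inhibition, scaled nicardipine 100% to DMSO 0%; doses: one concentration, 6.6 µM final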
Rab7 wt GTP bind = alters GTP binding to wildtype dog Rab7. GTP binding activity (percent of control), % at 10 µM. GST-Rab7 beads, fluorescent GTP binding, flow cytometry; actives lie on both sides; untreated = 100%, excess cold GTP = 0%. 190,000 tested, 0.055% active;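 active = fluorescent GTP binding to Rab7 beads changed by at least 20 points from the 100% baseline, either direction, mostly lower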;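 note: median green fluorescence of bound Bodipy-FL-GTP per Rab7 bead population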
Mcl1-Noxa inh = disrupts binding of human Mcl-1 to Noxa peptide. Q07820. TR-FRET Mcl-1/Noxa peptide binding, 2 h. inhibition, % at 21.7 µM. 220,000 tested, 1.5% active. AID 1022;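 active = compounds that cut the protein-peptide binding signal by more than 50% relative to plate controls in a single-dose test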;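 note: His-tagged Mcl-1 with rhodamine Noxa BH3 peptide and terbium anti-His antibody; 0% = Mcl-1 plus Noxa peptide wells and 100% = peptide-only wells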
The depositor's hits bear a star; · = no result given.

SMILES	ABCB1 block	Avidin fluor	Rac1 wt modul	Pf gametocyte	Rac1 mut GTP	Cdc42 wt GTP	Rab2 wt GTP	HRas wt GTP	ABCG2 inh	Rab7 wt GTP bind	Mcl1-Noxa inh
O=C(O)c1cc(-c2ccc(Cl)cc2)n[nH]1	0.7	4	96	·	91	95	91	95	5	93	9
O=C(CNC(=O)c1ccccc1)NCCO	0.8	17	98	6	96	99	98	95	2	94	9
CCOC(=O)c1c(-c2ccccc2)csc1NC(=O)/C(C#N)=C/c1ccc(OC)c(OC)c1	0.4	12	100	·	99	101	101	103	2	100	2
COc1ccc(-c2ccc3nnc(SCC(N)=O)n3n2)cc1	0.9	23	92	-27	93	92	95	94	5	101	-9
O=C(NCCc1ccccc1)c1ccc(Cl)c([N+](=O)[O-])c1	-1.9	36	100	·	99	103	101	101	9	101	17
Cc1cccc(N=CC=C2OC(C)(C)C(C)(C)O2)c1	1.1	15	103	16	102	100	101	100	7	102	11
COC(=O)c1c(NC(=O)CN2CCN(S(=O)(=O)c3ccccc3[N+](=O)[O-])CC2)sc2c1CCC(C)C2 (centres undefined)	0.1	14	105	-6	100	100	102	101	11	98	-9
Cc1ccc(N(C(=O)Cc2c[nH]c3ccccc23)C(C(=O)NC2CCCCC2)c2ccco2)cc1 (centres undefined)	1.8	9	91	8	89	89	89	92	3	90	-11
CCOc1ccc(C2C(C(=O)O)c3ccccc3C(=O)N2CCN2CCOCC2)cc1 (centres undefined)	0.4	17	101	4	98	100	101	101	2	103	-10
COc1cc(OC)c(C2=NOC(C(=O)N3CCN(C(=O)c4ccco4)CC3)C2)cc1Cl (centres undefined)	0.6	15	96	4	95	97	96	96	2	95	3
CC(=O)NC(Cc1ccc(F)cc1)C(=O)NC1CCN(c2nnnn2-c2ccccc2)CC1 (centres undefined)	0.7	15	100	·	97	102	99	99	2	95	11
COc1ccc(-n2nnnc2SCC(=O)c2ccc3c(c2)OCCO3)c(OC)c1	0.0	15	104	14	98	101	97	101	0	100	-4
CC(=O)c1c(C)[nH]c(C(=O)Nc2ccc(C)c(S(=O)(=O)N(C)C)c2)c1C	0.1	25	98	5	96	96	99	100	1	103	10
Fc1ccc(C2=Nc3cccc4cccc(c34)N2)cc1	-0.2	11	100	1	95	98	95	97	0	93	19
Cc1nnc(SCC(=O)NCc2ccccc2)n1-c1ccccc1	-5.3	9	103	·	97	98	98	99	-6	97	17
Cc1ccc(NC(=S)N(CCN(C)C)C(C)c2cccnc2)c(C)c1 (centres undefined)	0.6	6	95	26	93	91	94	93	3	98	16
Cn1c(=O)c2c(nc(CN3CCCCC3)n2CCc2ccccc2)n(C)c1=O	0.9	20	102	26	97	103	102	102	13	102	1
CCOC(=O)C1=c2s/c(=C\c3cccnc3)c(=O)n2C(N)=C(C(=O)OC)C1c1cccnc1 (centres undefined)	3.8	8	96	-13	95	95	95	96	0	95	44
O=C(NCc1ccco1)c1c(F)cccc1Cl	0.3	5	108	·	103	102	105	106	2	108	15
COc1ccc(Sc2cnn(-c3ccccc3)c(=O)c2Cl)cc1	0.2	11	96	·	96	98	97	102	5	97	-14
CCCC(NCC(O)COc1ccc(-c2ccccc2)cc1)c1ccccc1 (centres undefined)	0.7	16	90	-8	92	91	92	92	0	98	1
COc1ccc(OCc2nn3c(-c4ccccn4)nnc3s2)cc1	0.1	10	100	·	100	99	102	100	1	103	6
COC(=O)C1=C(C(=O)OC)C2(OC1c1ccc(Br)cc1)C(=O)c1ccccc1C2=O (centres undefined)	0.1	7	104	·	98	100	99	101	0	100	11
CCOC(=O)C1=C(N)OC2=C(C(=O)CCC2)C1c1cccs1 (centres undefined)	1.6	15	98	·	97	99	97	100	5	96	9
COc1ccc(-n2nnnc2-c2cnc3cc4c(cc3c2C)OCO4)cc1	1.1	13	92	·	94	90	92	95	2	97	-1
CCCOC(=O)CSc1nc(N)c(C#N)c(CC)c1C#N	0.3	1	101	-4	97	97	99	98	1	96	8
CC(C)CCNC(=O)Cc1ccccc1[N+](=O)[O-]	0.8	11	104	·	100	105	100	102	9	101	-4
CC(C)(C)CC(=O)Nc1nnc(C(F)(F)F)s1	0.6	5	105	·	99	99	101	99	8	97	9
O=C(OCCCc1ccncc1)c1ccc(S(=O)(=O)N2CCOCC2)cc1	0.5	7	111	11	101	106	104	102	3	99	3
O=C(CSC(=S)N1CCOCC1)Nc1nc(=O)c2ccccc2s1	0.8	0	98	·	92	97	96	100	2	95	29
CC(C)N1CCN(Cc2nc3ccccc3s2)CC1CCO (centres undefined)	0.3	10	101	8	96	98	98	97	1	97	0
Oc1ccc(/C=N/Nc2cc(N3CCOCC3)nc(N3CCOCC3)n2)cc1O	-0.3	4	100	-12	101	99	100	102	-2	105	27
CN(C)CCNC(=O)C1CC(=O)N(c2ccc(F)c(Cl)c2)C1 (centres undefined)	0.4	10	97	·	95	100	94	98	1	95	2
Cc1ccc2nc(Nc3nc(-c4ccccc4)cc(=O)[nH]3)nc(C)c2c1	1.0	13	103	·	99	102	99	99	-2	100	17
O=C(Nc1ccc(F)cc1F)c1ccc(-n2cccn2)c([N+](=O)[O-])c1	0.5	9	98	-13	94	98	98	96	5	101	16
CC1CN(c2ncnc3c2c(-c2ccccc2)cn3-c2ccc(F)cc2)CC(C)O1 (centres undefined)	1.5	15	97	-10	98	98	102	99	5	102	1
CCOC(=O)c1c(C)oc2c1cc(O)c1ccccc12	0.6	11	92	·	99	98	104	99	5	104	14
O=C(N/N=C\c1cccnc1)C1c2ccccc2Oc2ccccc21	1.0	20	105	4	98	98	100	99	1	99	9
Cc1nc(N2CCOCC2)[nH]c(=O)c1C	0.2	10	102	·	97	97	99	100	1	104	-2
CCC(C)NC(=O)C(=O)NCc1ccncc1 (centres undefined)	0.1	10	97	·	99	100	98	98	0	92	12
CNCc1ccccc1Sc1cccc2ccccc12	1.0	15	109	5	105	104	102	103	4	100	19
COc1ccccc1NC(=O)C(=O)NCc1ccncc1	0.0	4	102	7	99	101	98	98	3	104	8
O=C(COC(=O)CCc1ccc(S(=O)(=O)N2CCCCC2)cc1)Nc1cccc2ccccc12	1.6	1	99	-31	95	94	91	98	5	96	24
CCC(=O)Nc1ccc(Cl)c(NC(=O)c2cccnc2)c1	0.4	10	100	·	97	96	97	98	3	99	11
COc1n[nH]c(C(=O)Nc2cc(Cl)ccc2Cl)c1[N+](=O)[O-]	0.2	10	94	9	92	94	93	95	1	99	-34
O=C(Nc1ccc(CN2CCOCC2)cc1)c1ccc(-c2ccc(Br)cc2)o1	0.4	15	98	17	93	97	98	100	2	102	13
O=C(Nc1c(-c2cccs2)nc2ccccn12)c1ccc2ccccc2c1	0.0	14	101	·	98	101	100	98	1	99	4
CCCc1cc(=O)[nH]c(SCc2ccccc2)n1	0.2	26	104	·	99	102	101	102	0	103	12
CCN(CC)C(=O)CSc1nc2cc3c(cc2c(=O)n1CCCC(=O)NCc1ccc(OC)cc1)OCO3	1.5	10	105	15	97	96	97	96	3	95	12
COc1cccc(NC(=S)NNC(=O)c2ccccc2OC(F)F)c1	0.2	11	94	18	93	98	96	97	7	95	-55
Cc1ccc(CN2CCN(Cc3cccc(C)n3)CC2CCO)cc1 (centres undefined)	1.6	16	94	3	94	92	97	94	8	96	-9
COc1ccc(Cc2n[nH]c(=O)c3ccccc23)cc1OC	0.3	34	108	·	101	104	104	104	1	102	-19
O=C(Nc1cc(S(=O)(=O)N2CCCCC2)ccc1O)c1ccccc1NS(=O)(=O)c1ccc(F)cc1	0.2	2	98	8	98	98	98	99	0	97	42
COc1ccc(S(=O)(=O)N2CCCC2C(=O)Nc2nccs2)cc1 (centres undefined)	0.2	7	100	14	99	101	102	101	0	97	-13

Another view of some results above.
Below each compound: ABCB1 block	Avidin fluor	Rac1 wt modul	Pf gametocyte	Rac1 mut GTP	Cdc42 wt GTP	Rab2 wt GTP	HRas wt GTP	ABCG2 inh	Rab7 wt GTP bind	Mcl1-Noxa inh
- COc1ccc(Cc2n[nH]c(=O)c3ccccc23)cc1OC
→ 0.3	34	108	·	101	104	104	104	1	102	-19
- Cc1ccc(CN2CCN(Cc3cccc(C)n3)CC2CCO)cc1 (centres undefined)
→ 1.6	16	94	3	94	92	97	94	8	96	-9

In the list so far, these have a Cl atom:
SMILES	ABCB1 block	Avidin fluor	Rac1 wt modul	Pf gametocyte	Rac1 mut GTP	Cdc42 wt GTP	Rab2 wt GTP	HRas wt GTP	ABCG2 inh	Rab7 wt GTP bind	Mcl1-Noxa inh
O=C(O)c1cc(-c2ccc(Cl)cc2)n[nH]1	0.7	4	96	·	91	95	91	95	5	93	9
O=C(NCCc1ccccc1)c1ccc(Cl)c([N+](=O)[O-])c1	-1.9	36	100	·	99	103	101	101	9	101	17
COc1cc(OC)c(C2=NOC(C(=O)N3CCN(C(=O)c4ccco4)CC3)C2)cc1Cl (centres undefined)	0.6	15	96	4	95	97	96	96	2	95	3
O=C(NCc1ccco1)c1c(F)cccc1Cl	0.3	5	108	·	103	102	105	106	2	108	15
COc1ccc(Sc2cnn(-c3ccccc3)c(=O)c2Cl)cc1	0.2	11	96	·	96	98	97	102	5	97	-14
CN(C)CCNC(=O)C1CC(=O)N(c2ccc(F)c(Cl)c2)C1 (centres undefined)	0.4	10	97	·	95	100	94	98	1	95	2
CCC(=O)Nc1ccc(Cl)c(NC(=O)c2cccnc2)c1	0.4	10	100	·	97	96	97	98	3	99	11
COc1n[nH]c(C(=O)Nc2cc(Cl)ccc2Cl)c1[N+](=O)[O-]	0.2	10	94	9	92	94	93	95	1	99	-34
